Screens (PubChem BioAssay)
GLP1R cytotox – cytotoxicity in counter-screen for GLP-1R inverse agonists; HEK293 cAMP-luciferase reporter cells, luminescence, 24 h; Potency, µM (highest dose often 38.3 µM), for inactives: at the highest dose activity change, negative = inhibition, usual class: inhibitors; 410,000 compounds, 0.13% hits; AID 624418;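 note: loss of luciferase light is scored as toxicity; potency is the fitted concentration of half-maximal effect; % is set by controls: 0 for no effect and ±100 for the full control effect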
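Seeding density was 200 cells/uL; after overnight-length (12 h) culture, 23 nL compounds went on for 24 h at 37 °C. Readout used a luciferase detection reagent, luminescence taken after 12 min at room temperature.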
GLP1R ag – agonists of human GLP-1 receptor; P43220; 380,000 compounds, 0.007% hits; HEK293 GLP-1R CRE-luciferase, luminescence, 4-6 h; cells express a hypersensitive GLP-1R form; Potency, µM (doses to about 45.6 µM), inactives show top-dose activation, most hits filed as activators; note: potency is the fitted concentration of half-maximal effect; % of control where 0% means no effect
Target sequence (P43220 whole entry, looked up): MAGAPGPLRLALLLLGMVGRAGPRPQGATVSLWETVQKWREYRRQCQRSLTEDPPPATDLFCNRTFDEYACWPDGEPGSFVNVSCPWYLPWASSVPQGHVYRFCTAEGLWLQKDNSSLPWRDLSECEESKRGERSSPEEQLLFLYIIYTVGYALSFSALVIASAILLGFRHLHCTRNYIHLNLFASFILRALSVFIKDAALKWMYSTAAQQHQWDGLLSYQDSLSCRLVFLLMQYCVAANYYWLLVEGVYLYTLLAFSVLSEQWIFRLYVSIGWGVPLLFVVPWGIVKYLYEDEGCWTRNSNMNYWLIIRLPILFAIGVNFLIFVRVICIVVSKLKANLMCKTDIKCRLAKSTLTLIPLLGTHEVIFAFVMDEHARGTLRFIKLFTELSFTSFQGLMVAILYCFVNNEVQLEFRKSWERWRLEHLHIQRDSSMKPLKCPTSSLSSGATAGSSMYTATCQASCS
PTHR1 agonist – PTHR1 (human) receptor agonism; Q03431; HEK293 GP2 PTHR1 cells, GloSensor cAMP luminescence, 1 h; AID 743266; 410,000 compounds, 0.075% hits; Potency, µM (series often up to 115 µM), for the others: top-dose activation, usual class: activators; note: potency is the fitted concentration of half-maximal effect; nearly all actives have a fitted effect of over 55% in size; some results filed as inactive show a strong effect at the top dose; inactives centre near -15; many of its hits are not listed in these tables
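HEK-293-derived GP2 cells expressing PTHR1 and a GloSensor cAMP reporter, 3,000/well, plated overnight, given luciferin plus IBMX (each 0.5 mM as added) for 1 h at 37 °C, then compound for 1 h at 37 °C. Luminescence was read after 15 min at room temperature.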
TDP-43 yeast inh – TDP-43 toxicity inhibition in yeast; TDP-43 expressing yeast growth rescue, BacTiter-Glo, 24 h; Potency, µM (series often up to 46.1 µM), inactives show at the top dose growth rescue (activation), usual class: activators; 410,000 compounds, 1.8% hits; note: potency is the fitted concentration of half-maximal effect; % of control where 0% means no effect; nearly all actives have a fitted effect of over 50% in size
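Yeast expressing TDP-43 (pregrown in raffinose, seeded at OD600=0.02 in galactose medium) exposed to compounds 24 hr at 30 deg C. Growth read by BacTiter-Glo luminescence; rescue of toxicity appears as increased signal.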
aSyn yeast inh – inhibitors of alpha-synuclein toxicity in yeast | Potency, µM (doses to about 46.1 µM), without a hit: top-dose growth rescue (activation), hits mostly activators | Yeast expressing alpha-synuclein, growth rescue, BacTiter-Glo, 24 h | 370,000 compounds, 0.14% hits; note: potency is the fitted concentration of half-maximal effect; % of control where 0% means no effect; nearly all actives have a fitted effect of over 65% in size
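Readout is rescue of growth in alpha-synuclein-expressing yeast, so inhibitors of toxicity appear as activators. Growth after 24 hr at 30 deg C in galactose medium is quantified by luminescence.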
DRD3 agonist – D3 dopamine receptor (human) agonism; max activation, %; P35462; 410,000 compounds, 0.58% hits; D3R DiscoveRx beta-arrestin cells, luminescence, 90 min; in the data active = max activation above about 30%; note: 0% is about no effect; mostly tested at two doses, the higher about 12 µM
Target sequence (P35462 whole entry, looked up): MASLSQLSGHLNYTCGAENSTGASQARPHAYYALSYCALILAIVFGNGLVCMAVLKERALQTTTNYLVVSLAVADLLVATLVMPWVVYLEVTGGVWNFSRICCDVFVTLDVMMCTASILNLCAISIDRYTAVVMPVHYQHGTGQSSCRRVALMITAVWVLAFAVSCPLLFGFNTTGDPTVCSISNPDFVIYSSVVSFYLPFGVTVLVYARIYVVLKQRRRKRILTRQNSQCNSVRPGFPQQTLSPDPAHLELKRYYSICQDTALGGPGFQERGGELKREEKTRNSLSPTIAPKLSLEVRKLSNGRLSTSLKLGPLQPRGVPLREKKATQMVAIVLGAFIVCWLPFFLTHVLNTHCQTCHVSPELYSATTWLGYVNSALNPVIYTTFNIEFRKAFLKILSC
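Agonist mode: compounds and dopamine controls were applied to plated cells for 90 min at 37 degrees C after an overnight attachment at 1500 cells/well. Luminescent read-out followed 30 - 60 minutes at room temperature with DiscoveRx detection reagent.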
KB-V1 MDR tox – kills drug-selected multidrug resistant KB-V1 cells; KB-V1 MDR cells viability, CellTiter-Glo, 72 h; Potency, µM (titrated, usually from 46.1 µM), for inactives: top-dose activity change, negative = cytotoxicity, hits mostly cytotoxic; 400,000 compounds, 3.4% hits; AID 1347076; note: potency is the fitted concentration of half-maximal effect; % is set by controls: 0 for no effect and ±100 for the full control effect; nearly all actives have a fitted effect of over 60% in size
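In this primary screen, KB-V1 cells overexpressing P-gp are incubated with library compounds (lowest to highest concentration) for 72 h at 37 degrees C before a luminescent ATP viability read.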
GLP1R inv ag – GLP-1 receptor (human) inverse agonism; P43220; HEK293 GLP-1R CRE-luciferase, luminescence, 24 h; GLP-1R form is constitutively active; Potency, µM (titrated, usually from 38.3 µM), for inactives: top-dose activity change, negative = inhibition, hits mostly inhibitors; 410,000 compounds, 1.6% hits; AID 624417; note: potency is the fitted concentration of half-maximal effect; % is set by controls: 0 for no effect and ±100 for the full control effect; nearly all actives have a fitted effect of over 55% in size
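Inverse agonism was detected as reduced cAMP-driven luciferase luminescence after 24 h compound treatment. The cells were HEK293 clones expressing constitutively active human GLP-1R with the reporter. Reporter-only and GPR119 cell lines served as counterscreen controls.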
D3 antag – blocks the human D3 dopamine receptor | D3R cells, DiscoveRx beta-arrestin luminescence, antagonist mode; hits give low values | max response, negative = inhibition, % | 360,000 compounds, 2.5% hits | AID 652054; in the data active = max response below about -50%; inconclusive = no clear call, values can overlap the other calls; note: % is set by controls: 0 for no effect and ±100 for the full control effect; mostly tested at two doses, the higher about 12 µM
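Cells plated overnight at 1500 cells/well, then exposed to library compounds with dopamine controls for 90 minutes at 37 degrees C. DiscoveRx reagent added for 30–60 minutes at room temperature; luminescence read, quantitative HTS format.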
Numbers without * were called inactive; i = inactive; ? = inconclusive; . = not tested or not shown; [ ] = dose if it differs, or a comment. Unless noted, calls come from the whole dose curve; as a rule, active = well fitted curve in the direction sought with a large enough effect; inconclusive = small, poorly fitted or top-dose-only effect, or another doubt; inactive = no such curve, though single readings can be large; an effect the other way counts as inactive or inconclusive. The list is partial; count on the stated rates, not on these rows.

SMILES,GLP1R cytotox,GLP1R ag,PTHR1 agonist,TDP-43 yeast inh,aSyn yeast inh,DRD3 agonist,KB-V1 MDR tox,GLP1R inv ag,D3 antag
C=CCCCCCCCCC(=O)Nc1c[nH]c(=O)[nH]c1=O,12%,-2%,i,-21%,-1%,0,-17%,-2%,-17
N#CCCn1cc(C(=O)Nc2ccc(C(=O)O)cc2)c(-c2cc3ccccc3o2)n1,-13%,3%,i,-3%,1%,2,-6%,10%,0
CC(C=NNc1ccc([N+](=O)[O-])cn1)=Cc1ccccc1,7%,12%,-13%,-2%,-8%,3,21%,39%,2
C[C@@H](Oc1ccccc1)c1nnn(Cc2ccccc2)c1-c1c([C@@H](C)Oc2ccccc2)nnn1Cc1ccccc1,1%,4%,i,5%,-1%,-6,17%,?,-5
COc1ccc(N2CCN(S(=O)(=O)c3ccc(Cl)c(C(F)(F)F)c3)CC2)cc1,6%,-13%,-14%[57.5 µM],-28%,-7%,-1,-23%,16%,-12
COc1cc(NC(=O)CN2CCC(C)CC2)c(C)cc1[N+](=O)[O-],-4%,10%,-19%,0%,7%,-1,?,-5%,3
Cn1cccc1C(=O)NCCc1ccc(Cl)cc1,-7%,0%,-2%,?,?,2,-1%,?,-2
COc1ccc(C(=O)N2CC3(CC(c4ccc(Cl)cc4)=NO3)C[C@H]2C(=O)NCC(N)=O)cc1 (stereo partly specified),-10%,-2%,i,-7%,-1%,-23,-6%,2%,-29
CN(C)c1nc2ncn(Cc3ccccc3)c2c(=O)[nH]1,-4%,0%,-11%,0%,1%,-8,11%,1%,21
CCOc1ccc(S(=O)(=O)N(CCO)CCO)cc1-c1nc2c(C(C)(C)C)nn(C)c2c(=O)[nH]1,-4%,?,i,-3%,-2%,1,19%,111%[activator],0
COc1ccc(NC(=O)COC(=O)c2ccc(Br)o2)cc1OC,5%,-5%,i,4%,-3%,-5,1%,0%,-1
CCCc1nnc(SCC(=O)Nc2nnc(CC)s2)n1CC1CCCO1 (stereo unspecified),1%,7%,-3%,9%,1%,-15,29%,11%,-10
CCC(C)c1ccc(NC(=O)CN(C)CC(=O)Nc2cccc(OC)c2)cc1 (stereo unspecified),0%,-7%,-18%,9%,1%,2,?,3%,1
COc1ccc(-c2nnc(SCc3cccc(C#N)c3)o2)cc1,-18%,21%,-31%[inhibitor],21%,1%,0,?,7%,17
CCOC(=O)N1CCN(C(=O)COC(=O)c2ccc(N(C)C)cc2)CC1,0%,-10%,i,0%,0%,3,21µM*,1%,-25
O=C(COC(=O)/C=C/c1ccc(S(=O)(=O)N2CCOCC2)cc1)NCc1ccc(Cl)cc1,-6%,3%,0%,3%,-4%,-4,8%,-8%,-4
COCCCNC(=S)NC1CC2CCC(C1)N2Cc1ccccc1 (stereo unspecified),14%,3%,?,-30%[inhibitor],6%,-19,-8%,-6%,-60*
Cc1ccc(C)c(NC(=O)CN(C)C(=O)c2cccc(S(=O)(=O)N3CCCC3)c2)c1,12%,2%,i,10%,1%,-8,?,-14%,7
c1ccc2c(SCc3cn4ccccc4n3)nncc2c1,-39%,17%,-22%,5%,7%,0,-20%,37%[activator],0
CC1(c2nnc(Cc3ccccc3)o2)CC(c2ccc(F)cc2)=NO1 (stereo unspecified),-8%,2%,i,?,5%,11,?,3%,0

The closing five entries of the section above come first, to join the parts:
Compound	GLP1R cytotox	GLP1R ag	PTHR1 agonist	TDP-43 yeast inh	aSyn yeast inh	DRD3 agonist	KB-V1 MDR tox	GLP1R inv ag	D3 antag
O=C(COC(=O)/C=C/c1ccc(S(=O)(=O)N2CCOCC2)cc1)NCc1ccc(Cl)cc1	-6%	3%	0%	3%	-4%	-4	8%	-8%	-4
COCCCNC(=S)NC1CC2CCC(C1)N2Cc1ccccc1 (stereo unspecified)	14%	3%	?	-30%[inhibitor]	6%	-19	-8%	-6%	-60*
Cc1ccc(C)c(NC(=O)CN(C)C(=O)c2cccc(S(=O)(=O)N3CCCC3)c2)c1	12%	2%	i	10%	1%	-8	?	-14%	7
c1ccc2c(SCc3cn4ccccc4n3)nncc2c1	-39%	17%	-22%	5%	7%	0	-20%	37%[activator]	0
CC1(c2nnc(Cc3ccccc3)o2)CC(c2ccc(F)cc2)=NO1 (stereo unspecified)	-8%	2%	i	?	5%	11	?	3%	0
O=C(N1CCOCC1)N(Cc1cccs1)C1CCCC1	7%	-1%	-25%	12%	0%	-3	5%	0%	?
O=C(CN1C(=O)c2cccc([N+](=O)[O-])c2C1=O)OCC(=O)N1CCCCC1	6%	4%	0%	-5%	-2%	-3	6%	19%	-5
COc1ccccc1C1CC(=O)NC(SCC(=O)Nc2ccccc2)=C1C#N (stereo unspecified)	-21%	-3%	-46%[inhibitor]	17%	2%	6	1%	?	-3
Cc1ccc(CN2CCCn3nc(C(=O)NCCc4cccc(C)c4)cc3C2=O)cc1	6%	.	-35%[inhibitor]	21%	.	-3	-15%	-16%	.
COc1ccc(C(C)(C)C)cc1NC(=O)CNc1cccc2ccccc12	11%[1.53 µM]	-6%	-91%[inhibitor]	18%	8%	-7	?	?	0
Cc1ccc(Cl)cc1N1C(=O)N(Cc2ccc(C#N)cc2)c2ccccc2S1(=O)=O	-5%	-2%	i	?	.	-1	-5%	-25%	.
Cc1c(C(=O)N(C)Cc2ccccc2)oc2c(Cl)cccc12	-1%	27%	-8%	-6%	-4%	-9	?	?	-7
Cc1cccc(NS(=O)(=O)c2ccc(C(=O)NCC(C)(C)N3CCOCC3)cc2)c1C	4%	6%	-83%[inhibitor]	-3%	-1%	9	?	?	27
Cc1ccccc1Cn1c(C)c(C(=O)NCc2cccc(C(F)(F)F)c2)sc1=O	-16%	13%	i	22%	1%	-4	?	0%	-30
Cc1cc(C(=O)OCC(=O)Nc2sc3c(c2C#N)CCC(C)C3)c2ccccc2n1 (stereo unspecified)	-17%	3%	-21%	-19%	-8%	6	-10%	-4%	13
Cc1ccccc1NC(=O)c1cc2c(-c3ccccc3)nn(-c3ccccc3)c2s1	1%	21%	-19%	26%	-1%	4	-17%	-11%	.
Cc1cc(NC(=O)CCC(=O)N(CC(=O)NC2CCCC2)c2ccccc2)no1	3%	-5%	0%	-1%	-2%	-5	1%	3%	3
Cc1ccc(S(=O)(=O)Nc2ccc3c(c2)CCCN3C(=O)c2cccs2)cc1C	-11%	.	i	23%[9.22 µM]	.	-6	-17%	?	.
Cc1ccc(C(=O)c2c3ccccc3[n+]([O-])n2CCC(N)=O)cc1	-17%	-7%	i	5%	6%	4	9%	7%	26
O=C(N/N=C/c1ccncc1)c1cc2c(ccc3ccccc32)o1	5%	-10%	i	-1%	3%	0	?	0%	0
CCOc1ccc(OCC)c(NS(=O)(=O)c2cc(-c3cc(C)no3)ccc2C)c1	-3%	.	3%	2%	.	-7	-12%	7%	.
COc1cc(OC)c(C(=O)OCC(=O)NC2CCCC2)cc1OC	5%	13%	i	-3%	-1%	0	0%	22%	0
CC1(C)CC(=O)C=C(c2ccc(F)nc2)C1	14%	28%	0%	-7%	0%	-4	11%	7%	0
COc1ccc(C(=O)COC(=O)c2n[nH]c3ccccc23)c(OC)c1	1%	0%	-15%	7%	5%	1	3%	?	50
CC(=O)Nc1ccc(S(=O)(=O)N2CCN(C(C)CCc3ccccc3)CC2)cc1 (stereo unspecified)	63%[activator]	8%	-94%	-10%	26%	28	0%	?	-29
Cc1ccc(-n2c(SCc3ccccc3)nc3c([nH]c4ccccc43)c2=O)cc1	0%	-2%	i	?	-2%	6	7%	4%	.
COC(=O)C1=C(C)Nc2nc(-c3ccccc3)nn2C1c1ccc(C)o1 (stereo unspecified)	-16%	1%	i	0%	-12%	3	3%	?	-12
CCOC(=O)CSc1nc2ccc(NC(=O)c3cccc(F)c3)cc2s1	-3%	.	-16%	-3%	.	-10	2%	7%	.
Cc1ccc(C)c(NC(=O)CSc2ncc3c(n2)-c2ccccc2N(Cc2ccccc2C)S3(=O)=O)c1	-4%	.	-5%	12%	.	4	16%	16%	.
COc1ccc(C(=O)Nc2nccs2)cc1OC	14%	13%	i	4%	1%	2	5%	52%[activator]	8
